m-calpain inh = blocks pig calpain II enzyme activity | 220,000 tested, 0.37% active | inhibition, % at 16 µM | purified calpain II, fluorogenic peptide substrate, 30 min;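 active = inhibition above about 50%, limit read from the data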
PERK inh = inhibitors of human PERK kinase; Q9NZJ5; CHO PERK-DD fusion, SEAP luminescence translation reporter; inhibition, % at 5.6 µM; 220,000 tested, 0.17% active;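 active = inhibition above the mean inhibition of all tested compounds plus 3 SD, set separately per screening campaign, cut at about 2.9% in these data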;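 note: PERK kinase domain activated by AP20187 dimerizer at 100 nM; 0% = DMSO with dimerizer and 100% = rapamycin at 8.4 µM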
eIF4E 4G PPI = eIF4E/eIF4G interaction inhibition in translation initiation; P63073+Q04637; TR-FRET eIF4E-eIF4GI(517-606) binding, 2 h; inhibition, % at 21.7 µM; 220,000 tested, 0.37% active; AID 782;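 active = inhibition above about 30%, limit read from the data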;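 note: 0% = full FRET control wells and 100% = background wells lacking eIF4GI fragment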
Target sequence (P63073 whole entry, looked up, the tested form may be a part): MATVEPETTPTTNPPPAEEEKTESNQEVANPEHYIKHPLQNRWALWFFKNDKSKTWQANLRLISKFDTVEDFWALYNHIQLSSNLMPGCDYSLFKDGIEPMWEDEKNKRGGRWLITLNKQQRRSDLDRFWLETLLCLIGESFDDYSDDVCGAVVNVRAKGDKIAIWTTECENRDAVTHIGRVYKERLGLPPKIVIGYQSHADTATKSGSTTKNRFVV
Target sequence (Q04637 whole entry, looked up, the tested form may be a part): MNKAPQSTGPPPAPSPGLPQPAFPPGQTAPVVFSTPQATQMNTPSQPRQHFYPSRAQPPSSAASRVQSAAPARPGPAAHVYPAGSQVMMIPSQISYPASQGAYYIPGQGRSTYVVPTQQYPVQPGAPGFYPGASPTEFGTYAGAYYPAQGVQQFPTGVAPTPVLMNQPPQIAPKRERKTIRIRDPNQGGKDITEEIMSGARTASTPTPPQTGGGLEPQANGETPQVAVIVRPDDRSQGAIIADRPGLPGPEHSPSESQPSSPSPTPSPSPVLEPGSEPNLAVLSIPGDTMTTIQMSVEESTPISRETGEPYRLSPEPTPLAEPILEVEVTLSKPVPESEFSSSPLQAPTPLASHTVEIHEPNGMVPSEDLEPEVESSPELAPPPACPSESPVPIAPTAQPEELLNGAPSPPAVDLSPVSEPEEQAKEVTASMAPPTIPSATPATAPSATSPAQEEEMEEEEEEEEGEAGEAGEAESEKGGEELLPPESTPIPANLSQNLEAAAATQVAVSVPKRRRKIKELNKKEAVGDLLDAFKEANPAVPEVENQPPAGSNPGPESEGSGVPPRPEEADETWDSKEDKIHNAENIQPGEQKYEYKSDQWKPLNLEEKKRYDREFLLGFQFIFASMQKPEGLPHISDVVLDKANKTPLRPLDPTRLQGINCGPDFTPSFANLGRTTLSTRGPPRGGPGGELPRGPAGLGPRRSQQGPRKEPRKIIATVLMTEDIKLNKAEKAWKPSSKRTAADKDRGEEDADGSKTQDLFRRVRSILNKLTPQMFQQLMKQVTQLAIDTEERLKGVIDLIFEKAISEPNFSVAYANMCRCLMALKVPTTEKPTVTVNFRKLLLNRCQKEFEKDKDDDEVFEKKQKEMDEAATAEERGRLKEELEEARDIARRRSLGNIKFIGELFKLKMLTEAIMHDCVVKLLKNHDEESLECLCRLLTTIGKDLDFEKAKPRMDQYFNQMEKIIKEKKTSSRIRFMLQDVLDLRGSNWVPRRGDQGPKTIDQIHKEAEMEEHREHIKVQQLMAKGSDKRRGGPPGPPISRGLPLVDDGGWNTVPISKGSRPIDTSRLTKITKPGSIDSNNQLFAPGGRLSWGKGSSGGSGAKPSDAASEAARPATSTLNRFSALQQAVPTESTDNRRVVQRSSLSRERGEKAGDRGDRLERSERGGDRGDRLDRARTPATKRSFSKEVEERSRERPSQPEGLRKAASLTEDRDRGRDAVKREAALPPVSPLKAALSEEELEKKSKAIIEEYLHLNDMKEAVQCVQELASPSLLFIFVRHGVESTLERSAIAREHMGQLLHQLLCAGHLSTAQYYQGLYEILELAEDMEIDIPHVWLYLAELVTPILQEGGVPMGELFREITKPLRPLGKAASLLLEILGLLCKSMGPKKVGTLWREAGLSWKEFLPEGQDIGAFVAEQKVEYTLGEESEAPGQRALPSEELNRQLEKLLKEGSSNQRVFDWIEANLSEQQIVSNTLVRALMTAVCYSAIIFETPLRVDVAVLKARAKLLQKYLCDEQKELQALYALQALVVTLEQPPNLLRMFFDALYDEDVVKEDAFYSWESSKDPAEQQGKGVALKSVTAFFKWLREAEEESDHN
KCC2 mod = modulators of human KCC2 chloride dependent transport. 190,000 tested, 2.2% active. B-score of Tl+ flux slope (higher = more flux/activation; lower = inhibition) at 10 µM. KCC2 cells, thallium flux FluoZin-2 fluorescence. AID 1456;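 active = thallium flux slope and its plate-corrected score both differing from the plate sample mean at a set confidence after two filtering rounds, in either direction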;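 note: slope of fluorescence scaled to starting intensity during 10 to 20 s after thallium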
Rad51 HR inh = Rad51 (human) homologous recombination inhibition | Q06609 | hRad51 DNA strand exchange, fluorescence dequenching | inhibition, % at 10 µM | 200,000 tested, 0.085% active | AID 1385;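 active = inhibition above 40% at the single screening dose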;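 note: 0% = DMSO control wells and 100% = blanks with heterologous ssDNA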
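Material: Human Rad51 nucleoprotein filaments preassembled on unlabelled ssDNA | Also added: Labelled 47-mer dsDNA for strand exchange | Dosing: Single dose, 10 µM final compound | Schedule: 30-min compound preincubation and 15-min exchange, both room temperature | Technique: Fluorescence dequenching at 485/520 nm | Measure: Percent inhibition relative to plate controls and blanks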
TNF necrop inh = blocks TNF-alpha induced death of Jurkat FADD-/- cells | Jurkat FADD-/- TNF necroptosis rescue, ATP luminescence, 24 h; 0 = TNF only, 100 = no-TNF cells | activation (protection from cell death), % at 10 µM | 220,000 tested, 0.068% active | AID 463075;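 active = activation, meaning protection from cell death, of at least 50% relative to plate controls; inactive = activation below 50%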;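 note: necroptosis triggered by 40 ng/mL TNF-alpha added together with compound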
MDM2 E3 inh = Mdm2 E3 ligase (human) inhibition | 210,000 tested, 0.11% active | signal enhancement, % at 5 µM | Q00987 | cell-based MDM2 ubiquitination luciferase reporter, 2 h; 0 = plate control, 100 = twice control, blank-subtracted | AID 1230;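 active = signal enhancement of 30% or more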;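 note: luminescence tracks abundance of the self-degrading MDM2-luciferase fusion protein; higher signal means inhibition of MDM2 E3 ligase activity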
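Assay system: stable mammalian line carrying autodegrading MDM2–luciferase fusion reporter; amount: 2000 cells seeded into each well; buffer or medium: DMEM; benchmarks: plate control and blank wells; signal: luciferase luminescence; timing: 2 h compound exposure at 37 °C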
EBV gp42 inh = inhibitors of Epstein-Barr virus glycoprotein 42. Q1HVG2. Fluorescence polarization binding assay, mP read-out. inhibition, % (tested at 21.74 µM). 220,000 tested, 0.42% active; in the data active = inhibition above about 50%
L929 necroptosis = L929 zVAD cell death inhibition. L929 zVAD necroptosis rescue, ATP luminescence, 24 h; with zVAD 60 µM. viability rescue, % at 10 µM. 220,000 tested, 0.38% active. AID 1377;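 active = activation, scaled between plate controls, above about 75%, limit read from the data; inactive = activation under that limit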;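 note: 0% = zVAD with DMSO and 100% = DMSO alone without zVAD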
* hit, by the source's call; i = inactive; . = not tested or not shown; [ ] = dose if it differs, or a comment.

SMILES | m-calpain inh | PERK inh | eIF4E 4G PPI | KCC2 mod | Rad51 HR inh | TNF necrop inh | MDM2 E3 inh | EBV gp42 inh | L929 necroptosis
COc1cc2c(cc1OC)C(c1ccc(N(C)C)cc1)CC(=O)N2 (configuration not stated) | -6 | 0.3 | 1 | -0.049 | 4 | 1.6 | -7 | -4 | 0.7
COC(=O)c1sccc1NC(=O)CN(C)NS(=O)(=O)c1ccc([N+](=O)[O-])cc1 | 5 | 0.1 | -8 | . | 7 | -7.8 | -7 | -26 | -0.2
Cc1cc(Sc2nccn2C)ncc1[N+](=O)[O-] | 6 | 1.0 | 8 | 0.52 | -10 | 1.5 | -1 | -10 | 0.4
Cc1ccc(C(C)C)c(OCCCNCc2cccnc2)c1 | -12 | 1.1 | -8 | 1.2 | 23 | 2.5 | -17 | -5 | 0.0
COc1cc(C(=O)OCC(=O)c2cc(C)n(C)c2C)cc(NC(=O)c2ccco2)c1OC | -58 | -0.4 | 1 | . | -9 | 0.0 | -24 | -23 | 0.8
COc1cc(C(=O)Nc2ccc(NC(=O)c3ccco3)nc2)cc(OC)c1OC | 4 | -1.2 | -2 | -0.17 | 10 | -1.2 | 6 | -1 | 0.2
C=CCn1cnc2c(NCc3ccccc3)ncnc21 | 13 | -0.1 | 5 | 0.15 | 9 | 0.1 | 0 | 1 | 0.4
CCOC(=O)c1nn(-c2cccc(OC)c2)c(-c2ccccc2)c1C(=O)c1ccccc1 | 2 | -0.6 | -8 | -0.91 | 2 | -5.7 | -6 | -5 | -0.4
CC(=O)Nc1ccccc1OCC(=O)c1ccc2c(c1)OCO2 | -26 | -0.1 | -1 | . | 1 | -2.9 | -11 | -9 | -0.1
Cc1ccc2c(c1)C(N1CCCC1=O)CC(c1ccco1)N2 (configuration not stated) | i | 0.0 | 1 | -1.3 | 5 | -10 | -6 | 3 | -0.7
CCNCc1cc(Cl)c(OCc2ccccc2)c(OCC)c1 | -12 | -1.7 | 0 | 0.42 | 1 | 5.8 | -8 | -2 | 14
CCOc1cccc(NC(=O)CSc2nncn2N)c1 | -11 | -0.4 | -4 | -0.95 | -10 | -2.1 | -12 | -13 | -0.2
O=C(CC(O)(C(F)(F)F)C(F)(F)F)Nc1ccc(Cl)c(Cl)c1 | 8 | -1.7 | -20 | . | 1 | -16 | 5 | -25 | 1.3
Cc1ccc(-c2noc(CCC(=O)N3CCCc4ccccc43)n2)cc1 | 17 | 0.9 | 4 | -0.15 | -8 | -1.1 | -38 | -18 | -0.9
COc1ccc(-c2nn[nH]n2)cc1OC | 1 | 0.8 | -9[fluorescence artefact?] | . | -6 | 1.6 | -4 | -10 | -0.3

Record cards, as listed above:
`CC(=O)Nc1ccccc1OCC(=O)c1ccc2c(c1)OCO2` is entered as m-calpain inh = -26; PERK inh = -0.1; eIF4E 4G PPI = -1; KCC2 mod = .; Rad51 HR inh = 1; TNF necrop inh = -2.9; MDM2 E3 inh = -11; EBV gp42 inh = -9; L929 necroptosis = -0.1
`COC(=O)c1sccc1NC(=O)CN(C)NS(=O)(=O)c1ccc([N+](=O)[O-])cc1` is entered as m-calpain inh = 5; PERK inh = 0.1; eIF4E 4G PPI = -8; KCC2 mod = .; Rad51 HR inh = 7; TNF necrop inh = -7.8; MDM2 E3 inh = -7; EBV gp42 inh = -26; L929 necroptosis = -0.2

Other entries:
SMILES | m-calpain inh | PERK inh | eIF4E 4G PPI | KCC2 mod | Rad51 HR inh | TNF necrop inh | MDM2 E3 inh | EBV gp42 inh | L929 necroptosis
CCC(C)NCC(O)(c1ccc(Cl)cc1)c1ccc(Cl)cc1 (configuration not stated) | 25 | -0.6 | 1 | . | 1 | 1.5 | -1 | -17 | 1.4
C[C@H]1CCC[C@]2(O[C@@H](CCO)C[C@H](O)[C@H]2O)O1 | 1 | 1.1 | -3 | 0.032 | 0 | 2.0 | . | -3 | -0.1
CCn1c(SCC(=O)Nc2cc(F)ccc2C)nnc1-c1ccccc1O | 7 | 0.3 | 5[fluorescence artefact?] | -0.89 | 4 | 0.0 | -3 | -6 | -0.1
O=C(CCCCCn1c(=S)[nH]c2ccc(Br)cc2c1=O)NCC1CCCO1 (configuration not stated) | -19 | 0.2 | 5[fluorescence artefact?] | 0.6 | -8 | 0.2 | -8 | -20 | 0.1
Cc1ccc(NC(=O)Cn2nc(C)c3ccccc3c2=O)cc1F | -7 | 0.6 | -7 | -0.1 | -1 | 2.2 | 2 | -25 | 1.6
Cc1cc(C)c(S(=O)(=O)N2CCCCC2)cc1N(C)S(=O)(=O)c1ccc(Cl)cc1 | -5 | -0.5 | 2 | -1.2 | -9 | -2.8 | 13 | 6 | 0.1
O=C(NC(=O)c1ccccc1)Nc1ccc(-c2cnco2)cc1 | 0 | 1.3 | -6 | 1.9 | 10 | 0.8 | -8 | -8 | 2.8
CS(=O)(=O)N1N=C(c2ccco2)CC1c1ccc(Cl)cc1 (configuration not stated) | -28 | -0.1 | 3 | -0.47 | -7 | 2.6 | -11 | -8 | 0.5
C/C(=N\NC(=S)NCc1ccccc1)c1ccc2c(c1)OCCO2 | 27 | 0.8 | -1 | 1.9 | 3 | -1.3 | 5 | -3 | 0.0
CCC(=O)NC(/C=C/c1ccccc1)c1cc([N+](=O)[O-])c2cccnc2c1O (configuration not stated) | -108 | 1.8 | -16 | -1 | -14 | -4.2 | -18 | -21 | 1.0
OCCC1CN(Cc2cnc(-c3ccc(Cl)cc3)nc2)CCN1C1CCCC1 (configuration not stated) | -9 | -1.5 | 1 | 0.039 | . | -3.8 | -17 | -12 | 1.1
O=[N+]([O-])c1nn(-c2ccc3c(c2)OCCO3)n(O)c1=NC1CCCCC1 | 7 | 0.2 | 2 | . | -2 | -1.8 | -17 | -13 | -0.1
CC(C)(C)NC(=O)CSc1nnc(Cc2ccccc2)n1CC1CCCO1 (configuration not stated) | -24 | -0.5 | -1 | 0.073 | 10 | 0.3 | -7 | -11 | 6.7
Cc1cccc(CN2CCN(CC(=O)NCCCN3CCN(c4ccc(F)cc4)CC3)C2=O)c1 | 15 | -0.8 | -7 | 1.1 | . | -4.6 | -13 | 0 | -0.3
COC(=O)c1ccc(NC(=O)c2cn(-c3ccccc3)nc2-c2ccncc2)cc1 | -90 | -0.1 | 4 | . | 2 | -9.4 | 0 | -3 | 1.0
CC(C(=O)NN=C(c1ccccc1)c1ccccc1)N1CCCC1 (configuration not stated) | 30 | 0.4 | -3 | 0.39 | 5 | 0.6 | -10 | -12 | 0.7
C=C(C)COc1ccc(-c2[nH]ncc2Oc2cccc(OC)c2)c(O)c1 | 57* | 0.9 | 15 | . | -10 | 0.7 | -17 | 7 | -0.1
Cc1ccc(S(=O)(=O)C(c2ccccc2)c2c(C)noc2C)cc1 (configuration not stated) | 30 | -1.3 | -1 | . | 10 | 1.6 | -5 | -3 | -0.5
O=C(NCc1ccco1)/C(=C/c1cccnc1)NC(=O)c1cccc(Br)c1 | -7 | 0.7 | -4 | -0.16 | -6 | -2.0 | 8 | -20 | 0.2
CCN(CC)c1ccc(NC(=O)c2ccc(Br)o2)c(C)c1 | -51 | -0.6 | -1[fluorescence artefact?] | -3.3 | 2 | -2.0 | -7 | -7 | 0.7
COC(=O)Cc1ccc(NC(=O)c2ccccc2Br)cc1 | 8 | -1.8 | -3 | -0.62 | -5 | 1.4 | 0 | 1 | 0.3
CCOC(=O)C1CCCCN1C(=O)CCc1c(C)nc2ncnn2c1C (configuration not stated) | -26 | 0.2 | -1[fluorescence artefact?] | . | -4 | 0.7 | -3 | -3 | 0.0
O=C(/C=C/c1ccccc1)NC(=S)Nc1ccc(N2CCOCC2)cc1 | 38 | 0.0 | 2 | 1.1 | -4 | 2.6 | 0 | 5 | 0.9
CCCCN(C)C(=O)Cn1c(=O)oc2cc(S(=O)(=O)N3CC(C)CC(C)C3)ccc21 (configuration not stated) | -22 | -2.1 | 2 | 0.0049 | 2 | 1.9 | -8 | -6 | 0.6
COc1cccc(C2=NC(C)(C)NC(c3ccccc3O)C2)c1 (configuration not stated) | -44 | 0.1 | 0 | -0.47 | -8 | -7.5 | -10 | -11 | 0.2
COCCSc1nnc(NC(=O)CSc2ccccc2)s1 | -6 | 0.6 | 2[fluorescence artefact?] | 0.73 | 5 | 1.1 | -16 | 9 | 0.0
N/C(Cc1ccc([N+](=O)[O-])cc1)=N\OC(=O)c1ccc(Br)cc1 | 7 | 1.1 | 5 | -0.033 | 8 | 0.0 | -6 | 1 | 0.4
Cc1cc(Br)ccc1OCC(=O)NNC(=O)c1cnccn1 | 5 | 0.6 | 2 | 8.8* | . | 0.5 | 6 | -15 | -0.2
O=c1[nH]c(NCc2ccccc2)nc2c1CCC2 | -17 | 0.7 | 3[fluorescence artefact?] | 0.1 | -5 | 0.2 | 10 | 3 | -0.1
O=C(O)/C=C/C(=O)NC1CCCCC1 | -1 | 1.0 | 17[fluorescence artefact?] | 0.87 | 5 | 0.8 | 6 | -9 | 0.6
NC(=O)C1CCN(C(=O)c2ccc(C(F)(F)F)cc2)CC1 | -9 | 0.7 | 7 | . | -6 | 0.7 | -3 | -23 | 2.0
Cc1ccc(NC(=O)CSc2nnc3ccccn23)cc1 | -10 | 0.5 | 3 | 1.9 | -5 | -0.1 | -2 | -1 | 0.8
CCOc1ccccc1NC(=O)C1CCCN(S(=O)(=O)c2ccc(OC)c(C)c2)C1 (configuration not stated) | 18 | 0.5 | 0 | 0.1 | -3 | -2.6 | -1 | -10 | -0.5
Oc1ccc(Cl)cc1-c1cc(-c2ccco2)[nH]n1 | 5 | 0.8 | 9 | -0.55 | -5 | -7.6 | 2 | -19 | 0.4
CC(=O)C(Sc1nn(C)c(=S)s1)C(=O)Nc1ccccc1 (configuration not stated) | 32 | -0.6 | 0 | . | 0 | 0.6 | -4 | -11 | 1.4
CN(C)c1ccc(/C=C(\C#N)C(=O)Nc2nc3c(s2)CCN(Cc2ccccc2)C3)cc1 | -120 | -0.3 | -14 | i | -219 | 1.9 | -6 | 106* | 0.1
CCOP(=O)(c1ccccc1)C1(C#N)CC1 (configuration not stated) | -21 | 0.5 | 2 | -0.7 | 1 | -1.5 | 6 | -6 | 1.3

In a second layout: 5 of the compounds above
canonical_smiles	m-calpain inh	PERK inh	eIF4E 4G PPI	KCC2 mod	Rad51 HR inh	TNF necrop inh	MDM2 E3 inh	EBV gp42 inh	L929 necroptosis
Cc1ccc(NC(=O)CSc2nnc3ccccn23)cc1	-10	0.5	3	1.9	-5	-0.1	-2	-1	0.8
CN(C)c1ccc(/C=C(\C#N)C(=O)Nc2nc3c(s2)CCN(Cc2ccccc2)C3)cc1	-120	-0.3	-14	i	-219	1.9	-6	106*	0.1
Oc1ccc(Cl)cc1-c1cc(-c2ccco2)[nH]n1	5	0.8	9	-0.55	-5	-7.6	2	-19	0.4
CCOc1ccccc1NC(=O)C1CCCN(S(=O)(=O)c2ccc(OC)c(C)c2)C1 (configuration not stated)	18	0.5	0	0.1	-3	-2.6	-1	-10	-0.5
CCOP(=O)(c1ccccc1)C1(C#N)CC1 (configuration not stated)	-21	0.5	2	-0.7	1	-1.5	6	-6	1.3

Bioassay records (PubChem)
